Screening results: PubChem, The Scripps Research Institute Molecular Screening Center
OXTR ag = human OXTR agonists, primary screen, fluorescence, CHO-OTR cells, Fluo-8 calcium. Fluo-8 calcium fluorescence; normalized: DMSO 0%, oxytocin 100%. activation, % at 3 µM. actives 0.32% (n = 320,000);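 active means activation above the mean of all tested compounds plus 3 SD, cutoff set per screening run, cut at about 20% in these data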;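 further: peak over basal fluorescence ratio from a 100 s FLIPR kinetic read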
Target sequence (P30559 whole entry, looked up): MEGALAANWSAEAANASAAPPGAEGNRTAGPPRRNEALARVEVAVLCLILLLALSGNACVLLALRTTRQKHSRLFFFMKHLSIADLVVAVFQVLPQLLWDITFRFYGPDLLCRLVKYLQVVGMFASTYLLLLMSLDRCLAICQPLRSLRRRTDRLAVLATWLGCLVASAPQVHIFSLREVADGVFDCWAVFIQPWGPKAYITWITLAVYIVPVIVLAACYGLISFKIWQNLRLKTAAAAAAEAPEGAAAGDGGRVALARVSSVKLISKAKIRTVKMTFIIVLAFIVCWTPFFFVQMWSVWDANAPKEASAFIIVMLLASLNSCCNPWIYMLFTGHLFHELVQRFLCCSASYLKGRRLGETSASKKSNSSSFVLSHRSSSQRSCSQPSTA
M1 PAM = human M1 muscarinic receptor positive allosteric modulators, primary screen, CHO-K1 cells, Fluo-8 calcium fluorescence, 1536-well. actives 0.088% (n = 360,000). activation, % at 3 µM. Muscarinic acetylcholine receptor M1 (Homo sapiens), P11229. CHO-K1 hM1, ACh EC20; 0% = ACh EC20, 100% = maximal ACh; in the data active means activation above about 19%, passing the limit was not always enough
CHRM1 agonist = human M1 muscarinic receptor agonists, primary screen, Fluo-8 calcium fluorescence, CHO-K1 cells, HTS | Muscarinic acetylcholine receptor M1 (Homo sapiens), P11229 | CHO-K1 hM1, agonist mode; 0% DMSO, 100% acetylcholine EC100 | activation, % at 3 µM | actives 0.33% (n = 360,000);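 active means activation above the run's mean compound activation plus 3 SD, cut at about 16% in these data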;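 further: peak over basal fluorescence ratio within a 140 s kinetic read after compound addition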
V1R ag counter = agonists of human V1a receptor, primary screen, counter-screen for OXTR agonist project, fluorescence, CHO-V1R cells; Vasopressin V1a receptor (Homo sapiens), P37288; Fluo-8 calcium fluorescence, agonist mode; 0% DMSO, 100% 3 nM vasopressin; activation, % at 3 µM; actives 0.25% (n = 320,000); AID 2797, 2010;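 active means activation above the mean activation of all tested compounds plus 3 SD, per screening run, cut at about 20% in these data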;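 further: signal is peak over basal fluorescence ratio across a 100 second FLIPR read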
M1 antag = human M1 muscarinic receptor antagonists, primary screen, CHO-K1 cells, Fluo-8 calcium fluorescence, 1536-well; actives 1.3% (n = 360,000); CHO-K1 hM1, ACh EC80 antagonist; inhibition, % at 3 µM;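 active means percent inhibition above its own plate's cutoff, namely the mean of that plate's compound wells plus 3 SD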;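 further: peak over basal fluorescence ratio during 140 s after agonist addition; 0% = ACh EC80 plus DMSO and 100% = DMSO alone without agonist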
TAAR1 antag = human TAAR1 antagonists, primary screen, Fluo-8 calcium fluorescence, CHO RD-HGA16 cells; Trace amine-associated receptor 1 (Homo sapiens), Q96RJ0; antagonist; inhibition, % at 3 µM; actives 1.5% (n = 360,000);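 active means inhibition above a per-plate cutoff, the mean inhibition of test compounds on that plate plus 3 SD, cut at about 49% in these data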;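 further: 0% = DMSO plus EC80 beta-PEA response and 100% = DMSO alone without agonist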
Target sequence (Q96RJ0 whole entry, looked up): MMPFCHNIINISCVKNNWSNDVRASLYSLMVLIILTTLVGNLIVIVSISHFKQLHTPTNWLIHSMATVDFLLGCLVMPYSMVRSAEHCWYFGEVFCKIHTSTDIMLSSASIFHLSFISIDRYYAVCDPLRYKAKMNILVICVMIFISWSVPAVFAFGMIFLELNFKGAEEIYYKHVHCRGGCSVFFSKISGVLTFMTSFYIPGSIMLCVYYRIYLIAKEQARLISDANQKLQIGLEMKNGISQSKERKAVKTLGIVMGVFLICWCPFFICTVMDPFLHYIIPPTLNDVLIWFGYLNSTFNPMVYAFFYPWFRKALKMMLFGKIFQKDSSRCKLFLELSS
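test system = CHO RD-HGA16 cells bearing hTAAR1 | replication = singlicate | controls = DMSO-only wells and EC80 β-PEA-stimulated wells | reagent = EC80 β-phenethylamine stimulus | read-out basis = percent inhibition of PEA-evoked calcium signal, max/basal emission ratio | schedule = seeding 17-24 h prior, 75-min 37 °C, 30-min RT dye loading | signal = kinetic Fluo-8 calcium fluorescence measurement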
OXTR potentiator = human OXTR potentiators, primary screen, fluorescence, CHO-OTR cells, Fluo-8 calcium; Fluo-8 calcium fluorescence, potentiator mode; 0% = oxytocin EC15, 100% = EC100; Oxytocin receptor (Homo sapiens), P30559; actives 0.061% (n = 320,000); activation, % at 3 µM;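 active means activation above that plate's cutoff, the mean activation of tested compounds plus 3 SD, cut at about 6.6% in these data, passing the limit was not always enough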;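 further: 100% uses oxytocin at 75 nM as the full agonist control; some results filed as inactive read as strong as hits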
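Dosing: Single dose, 3.0 µM nominal final compound concentration | Material: Human OTR in CHO cells | Technique: Kinetic Fluo-8 calcium fluorescence | Benchmarks: EC15 oxytocin alone as 0%, 75 nM oxytocin as 100% | Probe or stimulus: Oxytocin at about EC15, sub-maximal agonist stimulus | Incubation: Compound 6 min at room temperature before oxytocin, 100 s read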
CHO parental Ca = ATP-evoked calcium signal inhibitors, parental CHO, primary screen, counter-screen for OX1R antagonist project, cell-based, fluorescence, Fluo-8 calcium dye; actives 0.63% (n = 330,000); parental CHO-K1, ATP-induced calcium, Fluo-8 fluorescence; inhibition, % at 5.6 µM;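 active means inhibition above that plate's mean sample inhibition plus 3 SD, cut at about 26% in these data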;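 further: 0% = ATP-challenged DMSO wells and 100% = DMSO wells without ATP; some compounds past the cut are filed as inactive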
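Measured by: calcium-sensitive Fluo-8 fluorescence / Test system: CHO parental line / Controls: ATP-challenged DMSO wells low, unchallenged DMSO wells high / Measure: % inhibition / Compound: single nominal dose of 5.6 µM per compound / Replicates: single well per compound, no replicates / Reagent: ATP as calcium-mobilizing challenge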
TAAR1 ag = human TAAR1 agonists, primary screen, Fluo-8 calcium fluorescence, CHO RD-HGA16 cells | actives 0.99% (n = 360,000) | vehicle wells 0%, saturating PEA agonist 100% | activation, % at 3 µM;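 active means activation above the mean activation of all test compounds in the run plus 3 SD, cut at about 38% in these data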
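Test system: RD-HGA16 (CHO) cells co-expressing Gα16 and hTAAR1 / Benchmarks: DMSO vehicle as 0%, PEA at EC100 as 100% / Repeats: no replicates (n 1) / Measure: % activation from peak over basal fluorescence ratio, DMSO-to-PEA scaled / Timing: 17-24 h plating, Fluo-8 75 min 37 °C, 30 min RT / Technique: kinetic Fluo-8 calcium fluorescence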
An asterisk follows results filed as active; . = no result given.

SMILES	OXTR ag	M1 PAM	CHRM1 agonist	V1R ag counter	M1 antag	TAAR1 antag	OXTR potentiator	CHO parental Ca	TAAR1 ag
CC(OC(=O)C1CCN(S(=O)(=O)c2ccc(F)cc2)CC1)C(=O)NC1CCCCC1C (configuration not stated)	-0.2	10	1	1.9	-16	-10	-3	-13	1
Cc1cc(C)c(S(=O)(=O)NCC2CCC(C(=O)NCCCN3CCOCC3)CC2)c(C)c1 (configuration not stated)	.	-1	-5	.	-32	-13	.	.	21
CC(OC(=O)c1cccc(S(=O)(=O)N2CCOCC2)c1)C(=O)NCC1CCCCC1 (configuration not stated)	.	11	-4	.	-18	-17	.	.	5
NC(Cc1c[nH]c2ccccc12)C(=O)NCc1ccco1 (configuration not stated)	1.3	11	0	0.8	-7	12	-18	-5	12
O=C1CCC([N+](=O)[O-])C(c2ccc(F)c(Br)c2)N1 (configuration not stated)	2.3	10	-2	0.1	-16	-7	5	-3	3
CC(C)c1ccccc1N1CC(C(=O)O)CC1=O (configuration not stated)	1.0	4	-5	-0.1	-3	-1	4	1	4
CCS(=O)(=O)c1ccc(Sc2nncn2C)c([N+](=O)[O-])c1	0.1	-4	-2	0.1	18	-7	-4	-2	4
O=C(Cc1ccccc1)NC(NCCCN1CCOCC1)(C(F)(F)F)C(F)(F)F	-0.5	6	-3	0.2	-9	0	-7	-12	12
CCc1cccc(C)c1NC(=O)CCCSc1nc2ccccc2s1	-0.5	1	-10	1.0	-3	-19	-7	-28	-3
CCC1=NN(C(=O)CCc2ccccc2O)C(O)(C(F)(F)F)C1 (configuration not stated)	5.0	8	-7	3.7	-1	8	-7	-8	3
O=C(C1CCCCC1)N1CCC(c2nc3ccccc3[nH]2)CC1	0.1	10	-7	-0.1	-18	9	-6	0	2
COc1c(OC)c(O)c2c(=O)c(O)c(-c3ccccc3)oc2c1OC	-1.4	-2	-4	-0.4	4	0	-1	-30	7
Cn1c2ccccc2c2n[nH]c(=S)nc21	0.9	8	-4	-0.4	-7	-2	-6	-2	0
Cc1noc(NS(=O)(=O)c2ccc(NC(=O)c3ccc(Cl)c(S(=O)(=O)N(C)c4ccccc4)c3)cc2)c1C	.	7	-5	.	-8	-30	.	.	1
CN(C)CCCOc1ccc(-c2cc3nc(NCc4cccnc4)n(C)c(=O)c3s2)cn1	.	6	-7	.	-13	-3	.	.	1
COc1cc(Oc2nc(C(F)(F)F)nc3ccccc23)ccc1C=O	-0.4	5	-6	-0.8	-5	1	-1	4	10
COc1ccc(Cc2nnc(NC(=O)c3ccc(OC(C)=O)cc3)s2)cc1OC	9.8	-6	8	9.1	-3	23	-22	-17	5
CC(C)[C@H](N)C(=O)N1CCC(C(=O)N[C@@H](Cc2ccccc2)C(=O)NCc2ccc(F)cc2)CC1	-0.7	11	-2	-0.7	-7	-22	-11	-9	6
C=CCNC(=O)c1onc(CSc2cccc(Cl)c2)c1C(=O)O	0.1	6	1	0.7	-7	-24	-2	-8	0
CCOc1ccc(NS(=O)(=O)c2ccc3c(c2)N(C(C)=O)CCS3)cc1	14	-9	4	17	14	23	-15	4	20

Three compounds drawn at random from those above:
SMILES	OXTR ag	M1 PAM	CHRM1 agonist	V1R ag counter	M1 antag	TAAR1 antag	OXTR potentiator	CHO parental Ca	TAAR1 ag
Cn1c2ccccc2c2n[nH]c(=S)nc21	0.9	8	-4	-0.4	-7	-2	-6	-2	0
Cc1noc(NS(=O)(=O)c2ccc(NC(=O)c3ccc(Cl)c(S(=O)(=O)N(C)c4ccccc4)c3)cc2)c1C	.	7	-5	.	-8	-30	.	.	1
C=CCNC(=O)c1onc(CSc2cccc(Cl)c2)c1C(=O)O	0.1	6	1	0.7	-7	-24	-2	-8	0

Next part.
SMILES	OXTR ag	M1 PAM	CHRM1 agonist	V1R ag counter	M1 antag	TAAR1 antag	OXTR potentiator	CHO parental Ca	TAAR1 ag
COc1ccc(NC(=S)N/N=C/c2cccn2Cc2ccc(F)cc2)cc1	-1.5	3	-2	-2.0	4	10	-25	-16	3
Cc1ccc(CNC(=O)C2(C)Oc3ccccc3NC2=O)cc1 (configuration not stated)	-0.3	7	-1	0.2	-3	10	0	-4	2
COc1cc(C)c(CN2CCC(Oc3ccc(C(=O)N4CCCC4)cc3)CC2)cc1C	1.3	1	-5	2.4	-6	-14	-4	-23	-1
COc1ccc(-c2ccc3c(c2)S(=O)(=O)c2cccc(C(=O)NCc4ccccc4Cl)c2C3=O)cc1OC	-0.8	-2	-5	-0.8	2	3	-2	-8	1
C[N+]1(CCC(=O)c2ccccc2)CCCCC1	0.2	9	-8	0.0	-6	-8	-4	-10	4
CC(C)CC(c1nnnn1Cc1ccccc1)N1CCC(C(N)=O)CC1 (configuration not stated)	1.2	5	-4	-0.2	-15	-5	-18	-10	4
COc1ccc(C(=O)NC(C)c2nnc(SCc3ccc(Cl)c(Cl)c3)n2C)cc1 (configuration not stated)	-0.4	3	-6	0.0	9	0	-7	-24	10
C=CCNC(=O)c1scc2c1CCCC2	-1.9	2	-6	-0.6	-1	6	-2	-12	17
CCn1c(=O)n(CC(=O)Nc2ccc(F)cc2)c(=O)c2ccccc21	-0.1	1	-5	-0.5	-3	1	0	-7	5
CCN(CC)Cc1c(O)ccc2c(=O)c(-c3ccccc3)coc12	-1.1	6	-6	0.2	-12	-29	2	0	5
COc1ccc(CNC(=O)CN2C(=O)NC(c3ccccc3)(c3ccccc3)C2=O)cc1	-0.1	2	-3	2.0	0	20	-3	-21	-1
COc1ccccc1Oc1ccc(-c2cnc3ccccc3n2)cc1[N+](=O)[O-]	0.2	0	-6	-0.5	-4	16	-7	18	3
COc1ccc(N2CCN(C(c3nnnn3C3CCCC3)C(C)C)CC2)cc1 (configuration not stated)	-1.6	10	-6	-0.2	-4	3	1	-22	1
CN(c1ccccc1)S(=O)(=O)c1cccc(C(=O)OCC(=O)NCc2ccc3c(c2)OCO3)c1	0.6	1	-6	2.0	3	24	-4	-14	5
COc1cccc(C2=NOC(C(=O)Nc3cc(C)on3)C2)c1 (configuration not stated)	1.2	2	-2	0.8	-19	-30	-2	-14	3
Cc1cc2n(c(=O)c1C#N)CCCN2c1ccccc1	2.0	-5	-2	0.0	0	19	1	-13	1
O=C(COC(=O)Cc1n[nH]c(=O)c2ccccc12)NNC(=O)c1ccc(Br)cc1	-0.1	15	-2	1.1	-14	-4	-3	-6	3
CCCC1(C(=O)OCC)NC(c2ccc(N(C)C)cc2)C2C(=O)N(c3ccc4c(c3)OCCO4)C(=O)C21 (configuration not stated)	0.6	5	2	2.5	-27	8	-7	-5	7
COc1ccccc1CNC(=O)CCCC(=O)n1ncc2cc(C)ccc21	-1.2	6	-4	0.7	-7	-4	-2	-5	-2
Cc1ccc(NC(=O)c2cnccn2)nc1	.	15	-1	.	-13	-11	.	.	1
COc1ccc(CN2C(=O)C(C)Oc3ccccc32)cc1 (configuration not stated)	-1.0	0	-7	-0.3	-6	-9	-5	-4	6
CCOc1cc(CNc2ccc(S(N)(=O)=O)cc2)ccc1OCC(=O)NC(C)(C)C	0.4	-4	0	-0.2	10	26	-17	15	5
O=C(CSc1nc2ccccc2o1)Nc1ccc(N2CCOCC2)cc1	15	-8	0	9.0	6	7	-12	-4	19
O=C(CN1CCc2cc3c(cc2C1)OCCCO3)Nc1cccc(Br)c1	1.4	-12	-4	5.3	2	-14	-7	-24	12
COc1ccc(OC)c(NC(=O)N2CCCC(C(=O)c3ccccc3OC)C2)c1 (configuration not stated)	-1.9	-2	-3	0.2	8	-16	-1	-9	1
Cc1ccsc1/C=C/C(=O)O	0.4	1	-3	0.6	11	-13	-21	1	1
O=C(NCCCl)Nc1ncn[nH]1	.	4	1	.	-16	-12	.	.	4
O=S1(=O)CC(N2CCN(CC3CC3)CC2)CN1C1CCCC1 (configuration not stated)	.	-1	-4	.	11	-16	.	.	1
COc1ccc(C(=O)c2coc3ccc(O)cc23)cc1	2.1	-4	-3	2.7	4	17	-14	-4	4
O=C(NCCC1=CCCCC1)C1CCN(Cc2cnn(-c3ccccc3)c2-n2cccc2)CC1	4.8	1	14	12	-1	-7	-30	-24	3
CCOC(=O)Cc1csc(NC(=O)c2cccc(Cl)c2)n1	0.4	3	0	4.8	5	-42	2	-7	0
CN(C)c1ccc(C(=O)c2ccccc2C(=O)O)c(O)c1	3.0	10	-3	1.4	-19	7	-6	3	2
CCCCNC(=O)NS(=O)(=O)c1ccc(NS(=O)(=O)c2ccccc2)cc1	0.1	8	-3	-1.8	-9	0	4	-10	3

Some of these compounds in order of number of heavy atoms, lowest first.
SMILES	OXTR ag	M1 PAM	CHRM1 agonist	V1R ag counter	M1 antag	TAAR1 antag	OXTR potentiator	CHO parental Ca	TAAR1 ag
COc1ccc(C(=O)c2coc3ccc(O)cc23)cc1	2.1	-4	-3	2.7	4	17	-14	-4	4
CCOC(=O)Cc1csc(NC(=O)c2cccc(Cl)c2)n1	0.4	3	0	4.8	5	-42	2	-7	0
O=C(CSc1nc2ccccc2o1)Nc1ccc(N2CCOCC2)cc1	15	-8	0	9.0	6	7	-12	-4	19
